Source: PubChem BioAssay
BLM inh: qHTS Assay for Inhibitors of Bloom's syndrome helicase (BLM); RecQ-like DNA helicase BLM (Homo sapiens), P54132; recombinant BLM DNA unwinding, fluorescence dequenching; Potency, µM (highest dose often 56.1 µM), for the others: top-dose activity change, negative = inhibition, hits mostly inhibitors; 350,000 compounds, 0.2% hits;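 further: potency means the concentration at half of the fitted maximal effect; plate controls were vehicle for no effect and no enzyme for full effect; nearly all actives have a fitted effect of over 35% in size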
Anesthetic bind: qHTS Assay for Identification of Novel General Anesthetics; Ferritin light chain (Equus caballus), P02791; apoferritin/1-aminoanthracene competitive binding, fluorescence; Potency, µM (highest dose often 77.5 µM), for the others: at the highest dose activity change, negative = displacement, most hits filed as inhibitors; 350,000 compounds, 0.074% hits; AID 485281, 2010; further: potency means the concentration at half of the fitted maximal effect; on the % scale 0 is the no-effect control and ±100 the full control effect; nearly all actives have a fitted effect of over 20% in size
Target sequence (P02791 2-175 limits assumed): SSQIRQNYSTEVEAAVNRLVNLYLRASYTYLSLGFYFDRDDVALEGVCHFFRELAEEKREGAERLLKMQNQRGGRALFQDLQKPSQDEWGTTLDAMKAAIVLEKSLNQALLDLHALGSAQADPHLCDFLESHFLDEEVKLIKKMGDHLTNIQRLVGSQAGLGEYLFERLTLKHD
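10 uM apoferritin + 50% sat. 1-AMA, PBS; cpd 10 min RT; Ex380/Em535 endpoint; normalized to free probe vs complex; 4-param Hill fit; propofol titration as pos. ctrl.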
LDHA block: qHTS assay for inhibitors of human lactate dehydrogenase; 480,000 compounds, 0.15% hits; L-lactate dehydrogenase A chain (Homo sapiens), P00338; purified LDHA, NADH/diaphorase-resazurin fluorescence; stronger effect = lower value; AID 1347041, 2019; activity change, % (values are at about 110 or 230 µM); in the data active means activity change below about -30%; inconclusive means mostly about -25% to -30%;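 further: plate controls were DMSO wells for no effect and wells without enzyme for full effect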
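Human LDH5 (2 nM) was incubated with 0.06 mM NADH and 0.2 mM pyruvate for 5 min at room temperature in Tris pH 7.4. Remaining NADH was coupled through diaphorase/resazurin, and resorufin fluorescence was read at 0 and 20 min.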
Pol kappa inh: qHTS for Inhibitors of Polymerase Kappa; purified Pol kappa, fluorescent DNA synthesis assay, 10 min; Potency, µM (top dose mostly 107 µM), inactives show at the highest dose activity, negative = inhibition, usual class: inhibitors; 400,000 compounds, 0.53% hits; AID 588579, 2011; further: potency means the concentration at half of the fitted maximal effect; on the % scale 0 is the no-effect control and ±100 the full control effect
Target sequence (Q9UBT6 whole entry, looked up): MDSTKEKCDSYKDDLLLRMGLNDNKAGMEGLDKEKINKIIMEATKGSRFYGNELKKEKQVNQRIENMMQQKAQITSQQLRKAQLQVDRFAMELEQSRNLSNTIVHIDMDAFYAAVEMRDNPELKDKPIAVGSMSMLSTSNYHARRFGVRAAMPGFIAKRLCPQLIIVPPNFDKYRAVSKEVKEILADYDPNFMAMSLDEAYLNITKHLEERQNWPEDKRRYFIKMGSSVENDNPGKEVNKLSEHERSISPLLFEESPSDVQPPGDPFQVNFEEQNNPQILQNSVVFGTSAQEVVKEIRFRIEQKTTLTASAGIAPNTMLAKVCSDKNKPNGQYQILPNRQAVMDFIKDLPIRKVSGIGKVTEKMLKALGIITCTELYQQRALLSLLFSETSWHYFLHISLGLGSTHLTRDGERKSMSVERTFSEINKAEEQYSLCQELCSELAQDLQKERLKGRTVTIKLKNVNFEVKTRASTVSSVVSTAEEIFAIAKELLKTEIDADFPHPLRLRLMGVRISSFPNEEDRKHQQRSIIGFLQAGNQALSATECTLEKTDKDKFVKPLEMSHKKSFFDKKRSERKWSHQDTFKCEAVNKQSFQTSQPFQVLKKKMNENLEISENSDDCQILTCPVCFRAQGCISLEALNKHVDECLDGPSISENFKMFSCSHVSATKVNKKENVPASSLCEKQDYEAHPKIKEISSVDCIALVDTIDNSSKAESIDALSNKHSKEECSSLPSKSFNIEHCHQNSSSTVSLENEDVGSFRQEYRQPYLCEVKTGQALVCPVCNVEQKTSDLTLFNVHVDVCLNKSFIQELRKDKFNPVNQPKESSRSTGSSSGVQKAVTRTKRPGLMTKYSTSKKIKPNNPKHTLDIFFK
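50 nM final substrate added after 15 min RT preincubation of 10 nM Pol kappa with compound; fluorescence read at 0 and 10 min.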
POLI inh: qHTS for Inhibitors of Polymerase Iota; DNA polymerase iota (Homo sapiens), Q9UNA4; Pol iota fluorescent replication assay, 10 min; Potency, µM (highest dose often 115 µM), inactives show at the highest dose activity, negative = inhibition, actives largely listed as inhibitors; 390,000 compounds, 1% hits; AID 588590, 2011; further: potency means the concentration at half of the fitted maximal effect
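Pol iota at 10 nM preincubated 15 min with compounds at room temperature; reaction started with fluorescent substrate, 50 nM final. Fluorescence read kinetically at 0 and 10 min; buffer-only wells as negative control.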
POLB inh: qHTS Assay for Inhibitors of DNA Polymerase Beta; P06746; Pol beta primer extension/strand displacement, fluorescence kinetic; Potency, µM (doses to about 114 µM), for the others: top-dose activity change, negative = inhibition, most hits filed as inhibitors; 340,000 compounds, 1.3% hits; further: potency means the concentration at half of the fitted maximal effect; on the % scale 0 is the no-effect control and ±100 the full control effect
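Values derive from four-parameter Hill fits of normalized kinetic data: reads at 0 and 10 min following addition of 50 nM substrate to 10 nM Pol beta preincubated 15 min with compound.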
GRP78 ERSR act: qHTS for Inducers of the Endoplasmic Reticulum Stress Response (ERSR) in Human Glioma: qHTS. U87-MG GRP78 promoter luciferase reporter, 16 h. Potency, µM, inactives show at the highest dose activation, hits mostly activators. 420,000 compounds, 0.02% hits; further: potency means the concentration at half of the fitted maximal effect; series mostly up to about 76 µM; % of control where 0% means no effect; nearly all actives have a fitted effect of over 35% in size
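Stably transfected U87-MG human glioma cells carrying a GRP78-based luminescent sensor were seeded at 1000 cells/well, pin-dosed with compounds and incubated 16 h. Luciferase reagent was then added, and end-point luminescence was read after 10 min at room temperature.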
POLH inh: qHTS for Inhibitors of Polymerase Eta; DNA polymerase eta (Homo sapiens), Q9Y253; Potency, µM (titrated, usually from 114 µM), for inactives: at the highest dose activity change, negative = inhibition, most hits filed as inhibitors; 390,000 compounds, 1.2% hits; recombinant Pol eta, fluorescent DNA replication assay; further: potency means the concentration at half of the fitted maximal effect; on the % scale 0 is the no-effect control and ±100 the full control effect
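Fluorescent replication assay: 50 nM final substrate added after a 15 min room-temperature compound preincubation with 10 nM enzyme. Signal taken at 0 min and again at 10 min.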
APEX1 inh: qHTS Assay for Inhibitors of the Human Apurinic/apyrimidinic Endonuclease 1 (APE1). DNA repair nuclease/redox regulator APEX1 (Homo sapiens), P27695. AID 2517, 2012. Potency, µM (titrated, usually from 65.8 µM), for inactives: at the top dose activity change, negative = inhibition, hits mostly inhibitors. 350,000 compounds, 0.35% hits. recombinant APE1, TAMRA/BHQ-2 abasic DNA cleavage fluorescence;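 further: potency means the concentration at half of the fitted maximal effect; plate controls were vehicle for no effect and reference inhibitor for full effect; nearly all actives have a fitted effect of over 55% in size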
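0.75 nM APE1 + cpd, 15 min RT; start w/ 50 nM TAMRA/BHQ-2 THF-abasic dsDNA; kinetic fluor 525/598 nm ×3 reads @60 s; Δ(read3−read1); normalized to DMSO and NSC13755 control wells.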
* marks the source's active call; other numbers are inactive results; ? = inconclusive; . = not tested or not shown; & = joins results of further samples; [ ] = another dose, or the depositor's remark. Unless noted, the call rests on the fitted dose curve; in most records, active means well fitted curve in the direction sought with a large enough effect; inconclusive means small, poorly fitted or top-dose-only effect, or another doubt; inactive means no such curve, though single readings can be large; an effect the other way counts as inactive or inconclusive.

SMILES	BLM inh	Anesthetic bind	LDHA block	Pol kappa inh	POLI inh	POLB inh	GRP78 ERSR act	POLH inh	APEX1 inh
O=C(CN(C(=O)CNS(=O)(=O)c1ccc(F)cc1)c1cccc(F)c1)NCC1CCCO1 (configuration not stated)	-2%	14%	-7	5%	-2%	30%	-6%	-23%	10%
COC(=O)Cc1csc(NC(=O)CSc2nnc3ccccn23)n1	1%	0%	3	-8%	19%	29%	-2%	-13%	?
CCOC(=O)N=Nc1c(O)n(CC(=O)OC)c2ccccc12	5%	-3%	-3	-15%	0%	19%	-1%	3%	13%
C=CCn1c(=N)c(C(=O)NCCCOC)cc2c(=O)n3cccc(C)c3nc21	35%[activator]	525%[activator]	0	-6%	-11%	17%	-3%	?	-5%
COC(=O)c1ccc2c(c1)N(C)CCS2	6%	83%[activator]	0	-8%	8%	44%	0%	-23%	12%
O=C(NCC1CCCN(C2Cc3ccccc3C2)C1)c1cccs1 (configuration not stated)	-5%	?	-3	0%	45%[activator]	12%	-4%	-14%	-16%
CC12CCCC[C@@H]1CCC1C2CCC2(C)C1CC[C@@]2(O)CNCCO (some centres not stated)	3%	-7%	-1	-1%	36%[activator]	23%	5%	-21%	18%
Cc1ccc(N2C(=O)[C@@H]3[C@H](C2=O)C2c4ccccc4C=CN2[C@@H]3C(=O)c2ccco2)c(C)c1 (some centres not stated)	-20%	-17%	14	-23%	?	21%	0%	28µM*	3%
COc1ccccc1C(=O)C1CCCN(C(=O)c2cccc(-n3cccn3)c2)C1 (configuration not stated)	-3%	-8%	-2	5%	31%	1%	-1%	-21%	-1%
C=CCN(CC=C)C(=O)C1CCN(S(=O)(=O)c2ccc(N3CCCC3=O)cc2)CC1	1%	-6%	-5	-5%	37%[activator]	20%	-5%	-21%	-4%
O=C(O)CCCn1cc(NC(=O)c2ccc(F)cc2)cn1	-7%	1%	1	-4%	74%[activator]	28%	0%	-18%	18%
CCOc1ccc(-c2cc(CCCC(=O)NCc3ccc(C)cc3)no2)cc1	-1%	-15%	-6	0%	-6%	21%	-9%	-5%	-1%
CC1=CC(C)(C)NC(=S)N1c1cccc(C)c1	-2%	?	-5&2	-5%&-7%	11%&-17%	20%	-5%&-2%	-13%&-5%	12%
COc1ccc(C(=O)NCC(=O)OCC(=O)N2CCc3ccccc32)cc1	2%	?	-12	1%	117%[activator]	4%	-3%	-19%	-1%
COc1ccccc1/C=N/NC(=Nc1ccc(C)cc1)c1nc2ccccc2s1	-3%	-9%	.	.	.	36%	.	.	2%
CCOc1cc(C(=O)N2CC(=O)Nc3ccc(C)cc3C2c2ccccc2)cc(OCC)c1OCC (configuration not stated)	-1%	?	2&3	4%	-2%	10%	-1%	-17%	.
O=C(O)c1ccccc1S(=O)(=O)NCC(O)COc1ccc(Br)cc1 (configuration not stated)	1%	0%	2	-3%	-5%	1%	-2%	-8%	-4%
O=C(CN1CCCN(Cc2ccc(F)cc2Cl)C1=O)NC1CCCCCC1	-1%	-17%	-6	0%	21%	8%	?	6%	0%
O=C(NC1CCCCC1)C(c1ccc2ncccc2c1)N(Cc1ccc(F)cc1)C(=O)c1ccc2c(c1)OCCO2 (configuration not stated)	-8%	-6%	-6	-9%	10%	-10%	0%	-12%	-8%
O=C(NCc1ccco1)c1ccc(C(F)(F)F)cc1	-2%	-12%	-7	0%	10%	-6%	1%	-9%	-2%
N#Cc1ccccc1NC(=O)Nc1ccccc1	-9%	-8%	-5	3%	71%[activator]	26%	-3%	-23%	-1%
CN(C)S(=O)(=O)Nc1ccc2c(c1)OCO2	-1%	?	11	-6%	-8%[58.9 µM]	3%	-3%	-11%	16%
COc1ccc(NC(=O)CN2C(=O)C(C)(C)c3ccccc32)cc1Cl	-3%	-8%	-1	-11%[60.1 µM]	14%	10%	1%	-21%	.
CCOc1ccc(NC(=O)CSc2nc(C3CC3)nc3ccccc23)cc1	-7%	-2%	-7	-4%	33%[activator]	1%	-4%	1%	16%
CCCCCN(C(=O)CCC(=O)OC(C)C(=O)c1ccc(Cl)cc1)c1c(N)n(CCCC)c(=O)[nH]c1=O (configuration not stated)	.	.	-11	-11%	9%	.	-6%	-10%	20%
SMILES	BLM inh	Anesthetic bind	LDHA block	Pol kappa inh	POLI inh	POLB inh	GRP78 ERSR act	POLH inh	APEX1 inh
Cc1cnc(C(=O)OC(C(=O)c2ccccc2)c2ccccc2)cn1 (configuration not stated)	.	.	-2	11%	19%	.	-5%	-2%	0%
CCc1ccc(CCN2C(=O)c3ccccc3C2=O)nc1	1%	1%	-11	-1%	51%[activator]	37%	0%	-15%	5%
O=C(/C=C/c1ccccc1)c1ccccc1O	1%&-9%	?	0	-8%	?	-5%	?	-4%	10%&-4%
O=C1Nc2ccc(Br)cc2/C1=N/N=C/C1=C(N2CCOCC2)C(=C\c2ccccc2)/CC1	-6%	-14%	-3	-3%	10%	22%	2%	-1%	0%
O=C(CNC(=O)c1cccc(OC(F)F)c1)Nc1ccc(Cl)cc1	-3%	-8%	-7	-28%	23%	17%	-4%	-18%	2%
O=C(N[C@@H](Cc1ccccc1)C(=O)O)c1ccc(C(F)(F)F)cc1	-3%	-1%	-3	-24%	20%	-23%	-4%	-3%	-2%
CC1CCc2sc(C(=O)Nc3ccc(C(N)=O)cc3)cc2C1 (configuration not stated)	-9%	-14%	-16	-10%	57%[activator]	3%	-4%	-20%	-1%
Cc1nc(CN(C)C(=O)C2CCC(=O)N(CCc3cccc(F)c3)C2)cs1 (configuration not stated)	-1%	-2%	0	-8%	26%	20%	-5%	-27%	10%
Cc1cc(F)c(F)c(C(=O)N2CCC(C)CC2)c1Cl	0%	-12%	1	3%[60.1 µM]	-6%	1%	1%	-5%	6%
Cc1cccc2cc(/C=N/NC(=O)c3ccncc3)c(Cl)nc12	-3%	-4%	-2	-1%	-1%	-8%	-1%	22%	2%
CCOc1ccc(CN(C(=O)c2ccccn2)c2ccc(OC)c(Cl)c2)cc1	-3%	2%	-2	-13%	156%[activator]	41%	3%	-22%	4%
COc1ccc(Cn2ccnc2)cc1Br	3%	-19%	-6	-23%	4%	11%	0%	-3%	7%
CC(C)C(=O)O/N=C(\N)c1ccc(Oc2ccc(Cl)cc2)c([N+](=O)[O-])c1	-7%	-1%	-1	-14%	-4%	6%	7%	1%	9%
Cc1ccc(COc2ccccc2-c2cc(C(=O)N/N=C/c3cccnc3)[nH]n2)cc1	-3%	-8%	-4	-12%	-7%	-4%	-4%	4%	3%
Cc1csc(C(=O)O)c1NC(=O)c1c(Cl)cccc1Cl	-2%	-3%	-3	5%	-3%	3%	-3%	-4%	11%
CCOC(=O)Cc1[nH]nc2c1C(Cc1ccccc1)C(C#N)=C(N)O2 (configuration not stated)	-12%	0%	0	-23%	8%	-1%	-1%	-7%	1%
CCOC(=O)c1cc[nH]c1CC(=O)NC	-6%	7%	-1	-6%	-2%	-1%	-2%	-14%	0%
CN(C)C(=O)c1ccc(-c2cc(NCc3cccnc3)ncn2)cc1	-1%	.	.	4%[60.1 µM]	.	.	-2%	.	4%
CCCCC(=O)OCc1nc2ccccc2s1	0%	-10%	3	-2%	151%[activator]	-1%	-3%	-25%	1%
O=C(NCCC(=O)N1CCCCCCC1)c1ccc(Br)cc1	.	.	0	8%	-5%	.	0%	-14%	6%
COc1cccc(-c2nc(CS(=O)(=O)CC(=O)Nc3cc(F)ccc3F)c(C)o2)c1	1%&-6%	-6%&-16%	-4&-3	-3%&-11%	-11%&-17%	10%&32%	-1%&-2%	-6%&3%	-1%
COc1cc(C(=O)NC2CC3CCCC(C2)N3C2CC2)cc(OC)c1OC (configuration not stated)	0%	-9%	-9	1%	10%	0%	-5%	-15%	-2%
CSc1nc(N)n2nc(-c3ccc(Cl)cc3)cc2n1	-1%	3%	1	-8%	-3%[58.9 µM]	48%	-2%	-21%	16%
Cc1cc(C)n(-c2cccc(CN3CCC(CO)(Cc4ccccc4)CC3)c2)n1	-1%	-12%	-4	10%	3%	-13%	-5%	-7%	4%
O=C1CC(=O)N(Cc2cccs2)C(=O)N1	0%	-1%	-1	1%	-4%	8%	-4%	-7%	-5%
COc1ccc(CNc2ncnc3cc(OC)c(OC)cc23)cc1	3%	1%	5	-3%	24%	-1%	0%	-17%	-4%
CCc1ccc2c(c1)cc(CN(Cc1ccco1)C(C)=O)c1nnnn12	-2%	-9%	-2	-10%	30%[activator]	-2%	-4%	-1%	1%
Cc1sc2nc(CN3CCCC3)nc(N3CCN(C(=O)c4ccco4)CC3)c2c1C	2%	-12%	-6	-4%	-17%	-27%	-3%	-16%	5%
CC(=O)C1=C(O)C(=O)N(CCc2c[nH]c3ccccc23)C1c1ccccc1 (configuration not stated)	-6%	-3%	-1	-3%	2%	-13%	-5%	-6%	-3%
Cc1cc(=O)cc(C)n1-c1ccc2c(c1)nc(C)n2-c1ccccc1	0%	-5%	-3	-9%[60.1 µM]	?	8%	-2%	-13%	-3%

Gathered by group, the compounds so far containing an aryl thioether with sulfur outside any ring.
SMILES	BLM inh	Anesthetic bind	LDHA block	Pol kappa inh	POLI inh	POLB inh	GRP78 ERSR act	POLH inh	APEX1 inh
COC(=O)Cc1csc(NC(=O)CSc2nnc3ccccn23)n1	1%	0%	3	-8%	19%	29%	-2%	-13%	?
CCOc1ccc(NC(=O)CSc2nc(C3CC3)nc3ccccc23)cc1	-7%	-2%	-7	-4%	33%[activator]	1%	-4%	1%	16%
CSc1nc(N)n2nc(-c3ccc(Cl)cc3)cc2n1	-1%	3%	1	-8%	-3%[58.9 µM]	48%	-2%	-21%	16%

Some of the compounds tested, so the mix of outcomes need not match the whole.
